EBV LMP1 NFkB: EBV LMP1-driven NF-kappaB luciferase reporter inhibitors, primary screen, cell-based, luminescence, single point; LMP1-induced NF-kappaB luciferase reporter cells; AID 504558, 2011; inhibition, % at 12.5 µM; hit rate 0.69% among 350,000; in the data active = inhibition above about 41%;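 also: 0% = neutral control wells and 100% = reference inhibitor control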
LRH-1 inv ag: LRH-1 (NR5A2) inverse agonists, primary screen, cell-based, luminescence, HEK293T, StAR-luciferase reporter; hit rate 0.13% among 360,000; AID 602396, 2012; Nuclear receptor subfamily 5 group A member 2 (Homo sapiens), O00482; inhibition, % at 3.6 µM; LRH-1 transfected, 24 h;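 active = inhibition above the mean inhibition of all tested compounds plus 3 SD, cut at about 73% in these data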;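 also: 0% = DMSO wells and 100% = reporter-only cells lacking LRH-1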
NCOA3 inh: SRC3 coactivator transcriptional activity inhibitors, primary screen, cell-based, luminescence; Nuclear receptor coactivator 3 (Homo sapiens), Q9Y6Q9; HEK293 GAL4-SRC3 luciferase reporter; inhibition, % at 3.6 µM; hit rate 0.17% among 360,000; AID 588352, 2011;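 active = inhibition above a per-campaign cutoff, the mean of all compounds plus 3 SD, cut at about 60% in these data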;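 also: 0% = DMSO-treated cells and 100% = gossypol-treated cells at 36 µM; higher means less SRC3-driven luciferase light from the GAL4 reporter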
SRC2 inh: inhibition of GAL4-SRC2 driven luciferase reporter, primary screen, SRC2 inhibitor project, cell-based, luminescence | HEK293 GAL4-SRC2 luciferase reporter | Nuclear receptor coactivator 2 (Homo sapiens), Q15596 | AID 651957, 2012 | hit rate 0.17% among 370,000 | inhibition, % at 9 µM;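 active = inhibition above the mean inhibition of all tested compounds plus 3 SD, set per campaign, cut at about 52% in these data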;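 also: 0% = DMSO treated cells and 100% = cells given Gossypol at 36 µM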
MC4R barr agon: MC4R agonists recruiting beta-arrestin, primary screen, cell-based, luminescence, agonist arm of biased-ligand search | U2OS MC4R beta-arrestin complementation; percent of melanotan II response, DMSO zero | hit rate 0.98% among 360,000 | AID 540308, 2011 | activation, % at 8.9 µM;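 active = activation above a per-plate cutoff, the mean activation of sample wells on that plate plus 3 SD, cut at about 8% in these data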
NOD2 RIPK2 PPI: NOD2-RIPK2 binding disruptors in cells, primary screen, fluorescence, CHO cells, BLA complementation | inhibition, % at 4.98 µM | hit rate 0.38% among 360,000 | CCF4 ratio | AID 624267, 2012 | Receptor-interacting serine/threonine-protein kinase 2 (Homo sapiens), O43353; in the data active = inhibition above about 21%;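 also: 0% = vehicle only and 100% = reference blocker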
COUP-TFII inh: NR2F2 transcriptional activity inhibitors, primary screen, cell-based, luciferase reporter, HEK293T, luminescence; COUP transcription factor 2 (Homo sapiens), P24468; HEK293T NGFI-A luciferase reporter; inhibition, % at 8.6 µM; hit rate 0.7% among 370,000; AID 686940, 2013;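 active = inhibition above a per-plate cutoff, mean inhibition of test wells between control levels plus 3 SD, cut at about 38% in these data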;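 also: cells cotransfected with COUP-TFII expression vector driving the NGFI-A reporter; 0% = median of COUP-TF2 test wells and 100% = reporter-only cells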
ABHD5 PLIN5 PPI: ABHD5-PLIN5 interaction inhibitors, primary screen, cell lysate, split luciferase complementation, luminescence | Perilipin-5 (Homo sapiens) + 1-acylglycerol-3-phosphate O-acyltransferase ABHD5 (Homo … | Split G. princeps luciferase complementation, 4 h | inhibition, % at 4 µM | hit rate 0.78% among 360,000 | AID 602281, 2012;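 active = inhibition above the mean inhibition across every tested compound plus 3 SD, cut at about 22% in these data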;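 also: 0% = DMSO only wells and the 100% control is not disclosed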
Target sequence (Q00G26 whole entry, looked up): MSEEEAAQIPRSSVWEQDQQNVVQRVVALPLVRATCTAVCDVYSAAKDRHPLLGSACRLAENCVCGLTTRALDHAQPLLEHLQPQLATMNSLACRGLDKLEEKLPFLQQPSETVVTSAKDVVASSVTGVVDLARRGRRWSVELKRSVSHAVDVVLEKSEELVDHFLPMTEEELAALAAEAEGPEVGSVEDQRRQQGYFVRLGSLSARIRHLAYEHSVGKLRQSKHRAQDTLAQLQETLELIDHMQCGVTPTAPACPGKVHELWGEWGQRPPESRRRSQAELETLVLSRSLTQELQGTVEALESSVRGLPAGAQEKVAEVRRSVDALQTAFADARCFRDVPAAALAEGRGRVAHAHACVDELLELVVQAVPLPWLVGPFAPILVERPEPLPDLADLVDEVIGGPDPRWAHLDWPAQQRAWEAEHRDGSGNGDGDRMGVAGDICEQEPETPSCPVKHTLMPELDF
Target sequence (Q8WTS1 whole entry, looked up): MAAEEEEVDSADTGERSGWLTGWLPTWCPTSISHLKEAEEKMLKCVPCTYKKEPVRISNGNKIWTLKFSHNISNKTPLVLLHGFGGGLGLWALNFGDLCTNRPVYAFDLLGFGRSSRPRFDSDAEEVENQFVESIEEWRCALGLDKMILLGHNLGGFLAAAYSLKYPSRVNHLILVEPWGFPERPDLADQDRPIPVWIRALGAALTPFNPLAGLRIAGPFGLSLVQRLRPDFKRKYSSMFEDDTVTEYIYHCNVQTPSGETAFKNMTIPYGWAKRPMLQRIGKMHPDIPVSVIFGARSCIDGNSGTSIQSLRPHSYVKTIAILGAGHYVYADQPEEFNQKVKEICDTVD
NCOA1 inh: SRC1 coactivator transcriptional activity inhibitors, primary screen, cell-based, luminescence | Nuclear receptor coactivator 1 (Homo sapiens), Q15788 | AID 588354, 2011 | HEK293 GAL4-SRC1 luciferase reporter | inhibition, % at 3.6 µM | hit rate 0.12% among 360,000;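 active = inhibition above the campaign mean plus 3 SD, with each screening campaign given its own cutoff, cut at about 60% in these data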;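 also: 0% = DMSO treated cells and 100% = gossypol at 36 µM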
MC4R antagonist: MC4R antagonists of cAMP signaling, primary screen, cell-based, TR-FRET, antagonist arm of biased-ligand search; inhibition, % at 6.5 µM; Melanocortin receptor 4 (Homo sapiens), P32245; hit rate 0.48% among 360,000; MC4R-expressing cells, MTII-stimulated cAMP, LANCE TR-FRET;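 active = inhibition above its plate's cutoff, the mean of tested wells on that plate plus 3 SD, cut at about 29% in these data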;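 also: 0% = Melanotan II alone and 100% = Melanotan II plus saturating MCL0020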
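Material: human MC4R-expressing U2OS cells. Probe or stimulus: Melanotan II challenge. Dosing: 6.5 µM single dose. Times: 30-min compound, 1-h challenge, 1-h detection, room temperature. Technique: TR-FRET with Eu-cAMP and labeled anti-cAMP, 671 nm. Replication: singlicate.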
TLR9-MyD88 inh: inhibitors of TLR9-MyD88 association in cells, primary screen, cell-based, CHO, BLA complementation, fluorescence. Toll-like receptor 9 (Homo sapiens) + Myeloid differentiation primary response protein …. CCF4 FRET ratio. inhibition, % at 4.98 µM. hit rate 0.21% among 340,000;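 active = inhibition above the mean over all tested compounds plus 3 SD, cut at about 21% in these data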;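 also: 0% = DMSO only wells and 100% = clavulanate BLA inhibitor control wells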
Starred values were filed as active, the others as inactive; . = not tested or not shown. Not all compounds are listed; rates above refer to the full screens.

SMILES	EBV LMP1 NFkB	LRH-1 inv ag	NCOA3 inh	SRC2 inh	MC4R barr agon	NOD2 RIPK2 PPI	COUP-TFII inh	ABHD5 PLIN5 PPI	NCOA1 inh	MC4R antagonist	TLR9-MyD88 inh
CC1=C(C)CC(C(=O)NCc2c(F)cccc2Cl)C(C(=O)O)C1 (stereo not given)	-3	8	-4	.	-1.0	-3	.	7	-11	2	-1
COc1ccc(S(=O)(=O)Nc2ccccn2)cc1	9	-4	1	-3	0.2	-10	-14	5	-1	13	5
NC(=O)CC(NC(=O)Cc1ccc(Br)cc1)c1ccc(NC2CCN(Cc3ccccc3)CC2)c([N+](=O)[O-])c1 (stereo not given)	0	-9	-9	15	0.1	-1	5	5	-13	19	-2
O=C(c1cn(-c2ccccc2)nc1-c1ccc(F)cc1)N1CCCCC1	6	8	9	-37	-1.0	-4	4	-1	10	8	7
Cc1cccc2c(C(=O)N3CCN(C(=O)c4ccco4)CC3)cc(-c3cccc(Br)c3)nc12	2	-7	-16	5	0.2	6	0	6	1	9	-1
O=C(Cn1cc2c(n1)CCCC2)NCCCN1CCN(c2ccccc2F)CC1	3	-1	9	-1	-0.1	-17	14	7	-2	-5	-4
CCOc1ccc(CN(C(=O)c2oc3ccccc3c2C)C2CCS(=O)(=O)C2)cc1 (stereo not given)	-11	29	25	4	0.3	3	1	-5	15	11	-6
Cc1cc2cc(C)c(SCC(=O)NCc3ccco3)nc2cc1C	8	2	-6	-18	-1.6	-5	0	-3	10	-1	-1
O=c1c2ccccc2ncn1CCOc1ccccc1[N+](=O)[O-]	-13	-65	-20	-38	-2.2	-2	-28	-2	-73	11	10
Cc1ccc(-c2nnn(CC(=O)N(c3cnc4ccccc4c3)C(C(=O)NC3CCCC3)c3ccncc3)n2)o1 (stereo not given)	2	-9	14	10	1.0	-1	0	-11	-27	2	8
CCOc1ccc(-n2c(SCC)nc3c(c2=O)SCC3)cc1	5	-10	10	17	-2.2	3	-6	-3	19	4	-7
CCOc1ccccc1C=NNC(=O)c1cccc2ccccc12	-6	-2	-6	-16	-1.5	7	8	8	5	3	-3
COc1ccc(OCc2n[nH]c(=S)n2Cc2ccco2)cc1	-2	-41	-3	-33	-2.3	0	-11	3	-2	4	0
C=CCC(c1ccccc1)N(C(C)=O)c1ccco1 (stereo not given)	0	-11	7	6	-1.2	-6	4	3	1	-4	0
O=c1cnnc(N/N=C/c2ccccn2)[nH]1	76*	92*	83*	36	0.1	0	-3	-5	66*	11	0
COc1ncnc2c1ncn2CCCN(CCCc1ccccc1)CCCn1cnc2c(OC)ncnc21	0	17	-3	-29	0.4	-14	-13	-7	-6	2	8
N/C(=C/C(=O)c1ccccc1O)C(F)(F)F	-4	-11	16	.	-1.9	-6	.	3	2	5	-4
CCOC(=O)c1ccc(CNC(=O)Cn2nnc(-c3ccc(C)cc3)n2)o1	-11	2	-14	18	1.5	8	-4	3	-21	11	-3
O=C(Nc1cccc(S(=O)(=O)Nc2ccccc2F)c1)c1ccco1	6	17	-1	15	-2.4	5	0	-4	-31	8	-3
COc1ccc(/C=N/n2cnnc2SCCO)cc1OC	1	-1	-19	-4	0.0	7	-9	3	-21	0	10
O=C(O)c1ccc(-c2cccc(-c3nn4c(=O)cc(N5CCNCC5)nc4s3)c2)cc1	.	5	-16	-7	-2.3	1	-20	4	5	11	.
CCn1c(-c2nn(-c3ccc(C)cc3)ccc2=O)n[nH]c1=S	-1	30	-2	-20	-3.5	0	0	0	-32	7	-2
C/C(=C\c1ccccc1)CN1CCC(C(=O)N2CCC(C)CC2)CC1	-4	10	9	10	-0.3	0	-10	2	-1	-3	-1
O=C(Nc1sc2c(c1C(=O)O)CCCC2)c1ccccc1Cl	-1	-8	-10	-14	-1.3	2	-9	2	-6	-4	4
CC(=O)N1CCN(Cc2nc3cc(NC(=O)C4CCCCC4)ccc3n2C)CC1	2	-8	11	-30	-1.6	2	-10	-6	-7	5	0
Cc1coc2c1c(C)cc1oc(=O)c(CC(=O)NCC(=O)O)c(C)c12	9	10	-8	4	-1.5	-7	8	0	2	-1	1
COc1ccc(Br)cc1C(=O)Nc1cccc(C)c1	6	9	-22	5	6.4	2	-4	-6	-12	4	-8
C=CCn1nc2ccccc2c1OCCO	-9	4	-7	-15	0.5	-6	7	6	-3	5	3
COc1ccc(/C=C2\SC(=O)N(CCn3cnnn3)C2=O)cc1	-2	-30	-21	-31	0.9	-16	-2	2	-44	16	5
COc1ccc(C/C(C)=N/NC(=O)C2COc3ccccc3O2)cc1 (stereo not given)	24	15	-7	8	-3.6	-7	2	-4	3	13	-5
CCC(O)C1CCN(Cc2cn(-c3ccc(OC)cc3)nc2-c2cccc(F)c2)CC1 (stereo not given)	-8	-9	14	-26	-2.1	17	-13	8	-7	6	0
COC(=O)c1ccc(OCC(O)Cn2nnc3ccccc32)cc1 (stereo not given)	0	-23	-24	-63	-1.2	-9	-39	-4	-16	7	0
Cc1ccc(CN(C)C(=O)C2CCC(=O)N(C3CCCCCC3)C2)cc1 (stereo not given)	-13	11	-1	11	0.7	15	9	-10	8	4	1
COc1ccc(NC(=O)CN(C)C(=O)c2ccc(N3CCCCC3)c([N+](=O)[O-])c2)cc1	-1	16	-16	9	-3.1	-5	4	2	28	-2	-2
COc1ccc(C)cc1S(=O)(=O)Nc1cccc(Cl)c1	-11	-16	-7	-11	-0.6	1	-11	-5	-5	-2	-8
CCCCC(NS(=O)(=O)c1ccc(C)cc1)C(=O)Oc1ccc2c3c(c(=O)oc2c1)CCC3 (stereo not given)	4	-10	15	29	1.6	-15	-2	-1	0	14	-11
O=C(c1cccc(S(=O)(=O)Nc2cccc(C(F)(F)F)c2)c1)N1CCCCC1	8	2	11	17	-0.7	-10	18	8	17	-5	-2
CNC(=O)c1ccccc1S(=O)c1ccccc1COC(C)=O (stereo not given)	2	16	27	-11	0.0	9	22	-1	1	3	-6
C#CCOCCOCCOCCNc1nc(N2CCN(C(=O)[C@H](CCC(=O)O)n3cc([C@@H](N)[C@H](C)CC)nn3)CC2)nc(N2CCN(C(=O)[C@H](CCCCN)n3cc([C@@H](N)CC(N)=O)nn3)CC2)n1	-6	-19	6	-2	-2.2	-7	-7	3	-6	3	-5
Cc1ccc(S(=O)(=O)N2CCN(S(=O)(=O)c3ccc(C)cc3)C2)cc1	1	-4	-2	23	0.5	-7	19	4	7	4	5
O=C(N/N=C/c1sc(=O)n(Cc2ccc(Br)cc2)c1Cl)c1ccco1	16	-5	0	-1	26*	14	-38	0	-2	0	0
CC1Cc2cc(S(=O)(=O)N3CCC(C(N)=O)CC3)ccc2N1C(=O)C1CC1 (stereo not given)	-9	-33	-25	9	-1.8	-23	-8	0	0	3	7
Cc1cccn2c(=O)nc(SCC(=O)Nc3cccc4ccccc34)nc12	-11	12	8	-6	-1.9	-4	-3	104*	6	6	0
CCCSc1cc(Cl)nc(N)n1	-3	7	6	-5	0.9	0	-25	4	0	-6	6
O=C(Nc1ccc2cn[nH]c2c1)c1ccccc1F	-8	-127	-53	-31	-3.0	5	-33	3	-119	9	8
CN(CC(=O)N1CCN(c2cccc(Cl)c2)CC1)S(=O)(=O)c1cnc[nH]1	2	-10	7	3	-1.5	-10	3	2	-4	9	-1
C=C1CCN([C@@H](Cc2ccccc2)C(=O)NCc2ccccc2)S(=O)(=O)c2ccccc21	1	0	-3	-4	-1.0	5	13	-17	-1	0	16
COc1ccc2oc(=O)c(-c3csc(Nc4cccc(O)c4)n3)cc2c1	-3	-25	1	-32	13*	31*	-37	-2	-11	30*	36*
COc1ccc2nc(COC(=O)c3cccc([N+](=O)[O-])c3)c(C(C)=O)[n+]([O-])c2c1	-7	-4	-2	-12	1.1	4	-4	6	9	0	-3
COc1cc(OC)cc(-c2nc(N)n[nH]2)c1	-1	0	17	-37	-0.6	-12	-13	-7	-6	3	-11
CCOc1ccccc1OCCCC(=O)NC1CCCc2ccccc21 (stereo not given)	3	6	14	27	3.0	-3	11	6	7	6	-4

Filtered by structure: the entries above containing fluorine
SMILES	EBV LMP1 NFkB	LRH-1 inv ag	NCOA3 inh	SRC2 inh	MC4R barr agon	NOD2 RIPK2 PPI	COUP-TFII inh	ABHD5 PLIN5 PPI	NCOA1 inh	MC4R antagonist	TLR9-MyD88 inh
CC1=C(C)CC(C(=O)NCc2c(F)cccc2Cl)C(C(=O)O)C1 (stereo not given)	-3	8	-4	.	-1.0	-3	.	7	-11	2	-1
O=C(c1cn(-c2ccccc2)nc1-c1ccc(F)cc1)N1CCCCC1	6	8	9	-37	-1.0	-4	4	-1	10	8	7
O=C(Cn1cc2c(n1)CCCC2)NCCCN1CCN(c2ccccc2F)CC1	3	-1	9	-1	-0.1	-17	14	7	-2	-5	-4
N/C(=C/C(=O)c1ccccc1O)C(F)(F)F	-4	-11	16	.	-1.9	-6	.	3	2	5	-4
O=C(Nc1cccc(S(=O)(=O)Nc2ccccc2F)c1)c1ccco1	6	17	-1	15	-2.4	5	0	-4	-31	8	-3
CCC(O)C1CCN(Cc2cn(-c3ccc(OC)cc3)nc2-c2cccc(F)c2)CC1 (stereo not given)	-8	-9	14	-26	-2.1	17	-13	8	-7	6	0
O=C(c1cccc(S(=O)(=O)Nc2cccc(C(F)(F)F)c2)c1)N1CCCCC1	8	2	11	17	-0.7	-10	18	8	17	-5	-2
O=C(Nc1ccc2cn[nH]c2c1)c1ccccc1F	-8	-127	-53	-31	-3.0	5	-33	3	-119	9	8
